Bioassay records deposited in PubChem BioAssay by National Center for Advancing Translational Sciences (NCATS).
Mm-Cpn inhibitor: Inhibitors of TCP-1 ring complex (TRiC) of Methanococcus maripaludis (MmCpn): qHTS; Chaperonin Mm-Cpn (Methanococcus maripaludis); purified Mm-Cpn ATPase, ADP Transcreener TR-FRET; Potency, µM (highest dose often 76.9 µM), for the others: at the top dose activity, negative = inhibition, actives largely listed as inhibitors; 330,000 compounds, 0.031% hits; also: potency is read from the fitted curve at half-maximal effect; % is scaled to controls: 0 for no effect and ±100 for the full control effect; nearly all actives have a fitted effect of over 80% in size
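ATP (10 uM final) was added to archaeal chaperonin (25 nM final) after 10 min exposure to test compound at 37°C; after 30 min further incubation, ADP was detected by competitive TR-FRET.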
pAkt inh: HTS Assay for Inhibitors of Akt Phophorylation: Primary Screen. Neuro2A IGF-stimulated pAkt S473 HTRF, 20 min; active compounds read low. 360,000 compounds, 0.32% hits. activity change, % for hits at 50 µM. AID 651550, 2012; in the data active = activity change below about -80%; inconclusive = mostly about -51% to -80%; also: % is scaled to controls: 0 for no effect and ±100 for the full control effect
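Neuro2A cells (4,500/well, DMEM with 0.5% FBS) were treated with compound at a single 50 µM final concentration, stimulated with 6 nM IGF for 20 min at 37 °C, and lysed. Phospho-Akt Ser473 was read by HTRF as 665/615 ratio ×10^4.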
PTHR1 ag: qHTS for PTHR1 Agonists: Primary Screen; Parathyroid hormone/parathyroid hormone-related peptide receptor (Homo sapiens), Q03431; HEK293 GP2 PTHR1 cells, GloSensor cAMP luminescence, 1 h; Potency, µM (highest dose often 115 µM), for the others: top-dose activation, most hits filed as activators; 410,000 compounds, 0.075% hits; AID 743266, 2014; also: potency is read from the fitted curve at half-maximal effect; nearly all actives have a fitted effect of over 55% in size; some results filed as inactive show a strong effect at the top dose; inactives centre near -15; many of its hits are not listed in these tables
Target sequence (Q03431 whole entry, looked up): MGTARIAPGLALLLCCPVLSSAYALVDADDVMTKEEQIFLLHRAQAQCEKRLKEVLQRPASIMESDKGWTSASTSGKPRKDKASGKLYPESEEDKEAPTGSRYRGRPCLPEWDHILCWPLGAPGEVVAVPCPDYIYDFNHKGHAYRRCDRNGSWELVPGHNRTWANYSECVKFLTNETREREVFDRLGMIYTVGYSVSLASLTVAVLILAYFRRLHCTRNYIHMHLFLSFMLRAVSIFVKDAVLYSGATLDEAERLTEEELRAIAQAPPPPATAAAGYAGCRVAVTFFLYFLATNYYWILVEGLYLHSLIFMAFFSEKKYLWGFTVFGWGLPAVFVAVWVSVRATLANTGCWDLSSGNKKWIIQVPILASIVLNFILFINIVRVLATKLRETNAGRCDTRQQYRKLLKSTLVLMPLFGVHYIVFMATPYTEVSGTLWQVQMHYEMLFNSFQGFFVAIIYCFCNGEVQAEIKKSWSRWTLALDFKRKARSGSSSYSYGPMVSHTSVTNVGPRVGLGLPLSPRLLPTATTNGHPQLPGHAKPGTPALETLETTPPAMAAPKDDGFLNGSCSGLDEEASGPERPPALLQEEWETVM
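HEK-293-derived GP2 cells expressing PTHR1 and a GloSensor cAMP reporter, 3,000/well, plated overnight, given luciferin plus IBMX (each 0.5 mM as added) for 1 h at 37 °C, then compound for 1 h at 37 °C. Luminescence was read after 15 min at room temperature.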
EPAC2 antag: qHTS for Antagonist of cAMP-regulated guanine nucleotide exchange factor 2 (EPAC2): primary screen; EPAC2 GEF exchange of Rap1B-BODIPY-GDP, fluorescence; Potency, µM (top dose mostly 114 µM), for the others: top-dose activity, negative = inhibition, hits mostly inhibitors; Rap guanine nucleotide exchange factor 4 (Homo sapiens), Q8WZA2; AID 720708, 2013; 360,000 compounds, 0.18% hits; also: potency is read from the fitted curve at half-maximal effect; % is scaled to controls: 0 for no effect and ±100 for the full control effect; nearly all actives have a fitted effect of over 45% in size; many of its hits are not listed in these tables
CCT chaperon mod: High-Throughput Screening for Modulators of Cytosolic Chaperonin Activity | purified chaperonin ATPase assay, HTRF ADP detection, 30 min | 360,000 compounds, 0.3% hits | activity change, % (concentration not given with the values), hits read low | AID 651819, 2012; in the data active = activity change below about -30%; also: % is scaled to controls: 0 for no effect and ±100 for the full control effect
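Enzyme 40 or 20 nM (batch-dependent) in Tris pH 7.4/KCl/MgCl2/DTT; cpd 76 uM single point; ATP 10 uM; 30 min 37 °C; Transcreener ADP HTRF detection, 30 min RT; ratio 665/615.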
D3 antag: qHTS of D3 Dopamine Receptor Antagonist: qHTS. D(3) dopamine receptor (Homo sapiens), P35462. D3R cells, DiscoveRx beta-arrestin luminescence, antagonist mode; active compounds read low. max response, negative = inhibition, %. 360,000 compounds, 2.5% hits. AID 652054, 2013; in the data active = max response below about -50%; inconclusive = no clear call, values can overlap the other calls; also: % is scaled to controls: 0 for no effect and ±100 for the full control effect; mostly tested at two doses, the higher about 12 µM
Target sequence (P35462 whole entry, looked up): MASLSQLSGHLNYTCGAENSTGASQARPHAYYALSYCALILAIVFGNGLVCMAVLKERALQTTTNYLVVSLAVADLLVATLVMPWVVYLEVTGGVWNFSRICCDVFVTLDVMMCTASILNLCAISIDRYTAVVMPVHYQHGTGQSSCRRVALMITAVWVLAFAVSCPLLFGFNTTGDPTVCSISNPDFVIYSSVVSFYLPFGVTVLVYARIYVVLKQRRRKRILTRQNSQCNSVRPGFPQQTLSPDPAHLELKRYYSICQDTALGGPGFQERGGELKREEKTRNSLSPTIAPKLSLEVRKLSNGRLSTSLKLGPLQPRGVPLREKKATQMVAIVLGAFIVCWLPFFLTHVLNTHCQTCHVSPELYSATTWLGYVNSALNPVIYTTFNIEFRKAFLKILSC
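Cells expressing the human receptor were seeded at 1500 cells/well, incubated overnight at 37 degrees C in 5% CO2, then exposed to library compounds with dopamine controls for 90 minutes at 37 degrees C before luminescent detection.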
D3 ag: qHTS of D3 Dopamine Receptor Agonist: qHTS. D(3) dopamine receptor (Homo sapiens), P35462. 410,000 compounds, 0.58% hits. AID 652048, 2013. D3R DiscoveRx beta-arrestin cells, luminescence, 90 min. max activation, %; in the data active = max activation above about 30%; also: 0% is about no effect; mostly tested at two doses, the higher about 12 µM
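Agonist-mode cell screen: cells plated at 1500/well and incubated overnight at 37 °C, then exposed to library compounds for 90 min at 37 °C. Detection reagent was added for 30–60 min at room temperature, and luminescence was read.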
EPAC2 ag: qHTS for Agonist of cAMP-regulated guanine nucleotide exchange factor 4 (EPAC2): primary screen | Rap guanine nucleotide exchange factor 4 (Homo sapiens), Q8WZA2 | EPAC2 activation, biochemical qHTS; response scale: 100% = 6.5 mM cAMP response | Potency, µM (top dose mostly 154 µM), for inactives: at the highest dose activation, hits mostly activators | 360,000 compounds, 0.079% hits | AID 720711, 2013; also: potency is read from the fitted curve at half-maximal effect; nearly all actives have a fitted effect of over 50% in size
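Compounds were added across a concentration range to EPAC2 (100 nM), RAP1B-BODIPY-GDP (250 nM) and GDP (50 uM). After 5 min at room temperature, fluorescence was recorded at 5-min intervals for 30 min.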
* = called active by the depositor; i = inactive; ? = inconclusive; nt = no result given; & = joins results of further samples; [ ] = another dose, or the depositor's remark. Unless noted, calls follow the shape of the dose curve; as a rule, active = well fitted curve in the direction sought with a large enough effect; inconclusive = small, poorly fitted or top-dose-only effect, or another doubt; inactive = no such curve, though single readings can be large; an effect the other way counts as inactive or inconclusive. An excerpt; count on the stated rates, not on these rows.

Values run as follows: EPAC2 antag	D3 antag	pAkt inh	D3 ag	Mm-Cpn inhibitor	PTHR1 ag	CCT chaperon mod	EPAC2 ag
C#CCOCCOCCOCCNc1nc(N2CCOCC2)nc(N2CCN(C(=O)[C@H](Cc3ccc(O)cc3)n3cc([C@@H](N)C(C)CC)nn3)CC2)n1 (some centres undefined)
 : 3%	0	i	-1	nt	11%	0.1	1%
NC(=O)CC(c1ccccc1)c1ccc2c(c1)OCO2 (centres undefined)
 : -1%	12	i	-2	1%	i	-1.5	9%
O=C(NNC(=O)C12CC3CC(CC(C3)C1)C2)c1cnccn1
 : 5%	-1	i	11	0%	i	-0.9	1%
CCc1ccc(-c2cc(C)no2)cc1S(=O)(=O)N1CCN(c2ccccc2)CC1
 : 1%	-22	i	-9	-2%	-28%	-2.3	5%
O=C(O)Cc1ccc(C(=O)CSc2ccccc2)s1
 : -6%	-10	i	-3	0%	-9%	-3.7	8%
CC1(C(=O)NS(=O)(=O)C2CC2)CCN(C(=O)c2ccccc2F)C1 (centres undefined)
 : 6%	0	i	-7	nt	i	0.4	3%
O=c1nc2ccccn2c2ccc(S(=O)(=O)N3CCCCC3)cc12
 : -1%	-12	i	-2	0%	i	-3.0	2%
C[C@@H](C(=O)Nc1ccc2c(c1)OCCO2)n1nnc2ccccc2c1=O
 : 1%	15	i	-1	5%	-51%[inhibitor]	0.4	-7%
CCN1C/C(=C/c2ccc(N3CCOCC3)cc2)C(=O)/C(=C/c2ccc(N3CCOCC3)cc2)C1
 : 135%[activator]	3	i	2	-5%	-48%[inhibitor]	-2.1	89µM*
CCc1ccccc1OCCOc1ccc(C)cc1OC
 : -4%	4	i	-3	-1%	-8%	2.2	-1%
O=C(COC(=O)CCC(=O)c1ccc(F)cc1)Nc1ccc2[nH]c(=O)[nH]c2c1
 : 7%	27	i	3	-1%	i	-3.0	-5%
O=C(Cn1cnc2c(oc3ccccc32)c1=O)NCC1CCCO1 (centres undefined)
 : -1%	-5	i	-2	1%	i	-3.0	3%
CCOC(=O)c1sc(=S)n2c1[nH]c(=O)c1ccc(C(=O)OC)cc12
 : -3%	5	i	7	2%	-11%[57.5 µM]	-2.8	4%
CCC(=O)N(CC)C1=C(O)c2ccccc2C(=O)C1=O
 : -4%	-15	i	-3	0%	i	2.0	-5%
CSc1nc(N)n2nc(C)cc2n1
 : 6%	-16	i	6	nt	-21%	0.2	3%
CCCCOc1ccc2c(C)cc(=O)oc2c1OCCCC
 : -8%	9	i	-2	-4%	-2%[57.5 µM]	-0.7	-8%
CC(C)C[C@H](NC(=O)Nc1ccc2c(c1)OCCO2)C(=O)O
 : -1%	4	i	2	1%	-16%	-1.4	6%
COc1ccc(NC(=O)CN2CCC(C(N)=O)CC2)cc1
 : -4%	-5	i	2	1%	-33%[inhibitor]	0.8	-8%
CSc1ccc(COC(=O)c2cc([N+](=O)[O-])ccc2N2CCOCC2)cc1
 : -4%	-24	i	-24	-1%	-23%	-6.1	7%
COc1cc(C(=O)NCC2(N3CCCCC3)CCCCC2)ccc1OCC(=O)N1CCOCC1
 : 11%	-10	i	0	1%	i	-0.6	10%

A portion from the list above:
Values run as follows: EPAC2 antag	D3 antag	pAkt inh	D3 ag	Mm-Cpn inhibitor	PTHR1 ag	CCT chaperon mod	EPAC2 ag
C#CCOCCOCCOCCNc1nc(N2CCOCC2)nc(N2CCN(C(=O)[C@H](Cc3ccc(O)cc3)n3cc([C@@H](N)C(C)CC)nn3)CC2)n1 (some centres undefined)
 : 3%	0	i	-1	nt	11%	0.1	1%
NC(=O)CC(c1ccccc1)c1ccc2c(c1)OCO2 (centres undefined)
 : -1%	12	i	-2	1%	i	-1.5	9%

(list continues)
Values run as follows: EPAC2 antag	D3 antag	pAkt inh	D3 ag	Mm-Cpn inhibitor	PTHR1 ag	CCT chaperon mod	EPAC2 ag
O=C(C[C@@H]1C/C=C\C[C@@H](Cc2ccc(F)cc2)C(=O)OCCNC1=O)N[C@H](CO)Cc1ccccc1
 : 21%	0	i	-23	0%	-35%[inhibitor]	0.3	1%
CCOC(=O)C1Nc2ccc(OC(F)(F)F)cc2C2C=CCC12 (centres undefined)
 : 13%	7	i	-18	nt	-42%[inhibitor]	1.1	-12%
CCCN1CCC(N2CCN(c3ccc([N+](=O)[O-])cc3)CC2)CC1
 : 6%	3	i	-10	1%	i	-1.1	-8%
COc1ccc(C2OCC3(CO2)SC(=O)NC3=O)cc1 (centres undefined)
 : 0%	2	i	3	0%	-22%	-3.5	1%
COc1ccc(N(C(C)=O)c2nc3ccccc3[nH]2)cc1
 : 0%	-8	i	-2	1%	-15%	-3.5	6%
Cc1ccc(C)c2[nH]c(=O)c(C(c3nnnn3CCc3ccccc3)N3CCOCC3)cc12 (centres undefined)
 : 2%	?	nt	-10	-1%	i	-1.4	-2%[15.6 µM]
COc1cc(S(=O)(=O)N(Cc2ccco2)C2CCCC2)ccc1-n1cnnn1
 : -3%	?	nt	-10	-4%	i	-0.3	18%
CCOC(=O)c1ccc(N2C(=O)c3cccc4c(C(=O)O)ccc(c34)C2=O)cc1
 : 14%	5	i	11	-7%	19%	1.2	6%
CC1CCCCN1S(=O)(=O)Cc1ccccc1Cl (centres undefined)
 : -12%	8	i	6	1%	-5%	-1.2	-2%
CCCC1=NN(C(=O)C(=O)Nc2ccc(Br)cc2)C(O)(C(F)(F)F)C1 (centres undefined)
 : -19%	-56*	i	-9	-1%	-34%[inhibitor]	1.2	-2%
O=C(NCc1ccc2[nH]c3c(c2c1)CCCC3)c1ccc(S(=O)(=O)N2CCCCC2)cc1
 : -6%	?	i	1	-3%	-10%	1.3	13%
Cc1ccc(S(=O)(=O)NC(=O)c2cc(C)n(-c3ccc(N(C)C)cc3)c2C)cc1
 : 1%	-7	i	-1	1%	-13%	-0.7	6%
Cn1c(SCC(=O)N2CCOCC2)nnc1-c1ccccc1
 : 12%	-1	i	-6	-4%	-24%	0.5	3%
CCCCOC(=O)c1ccc(OC(=O)N2CCOCC2)cc1
 : -5%	-21	i	-3	1%	i	-1.5	10%
COc1ccc(C(=O)CSc2nc3cccnc3n2C)cc1
 : -3%	16	i	0	-16%	i	0.5	1%
CCCCn1nnnc1C(c1ccccc1)N1CCN(c2ncccn2)CC1 (centres undefined)
 : 3%	0	i	-7	nt	0%	-1.4	9%
O=C(NCC1CCCN1S(=O)(=O)c1ccccc1)c1cccc(Cl)c1 (centres undefined)
 : -1%	-28	i	-6	0%	-37%[inhibitor]	0.8	-2%
O=C(COc1ccc(S(=O)(=O)NC2CCCCC2)cc1Cl)NCc1ccc2c(c1)OCO2
 : -3%	?	i	15	1%	?	2.9	-4%
CCc1cccc(C)c1NC(=O)c1cccnc1
 : 8%	5	i	2	-9%	i	-3.5	10%
COc1ccc(C)cc1NC(=O)C1CCCN(S(=O)(=O)c2cccc3nonc23)C1 (centres undefined)
 : 12%	-21	i	-10	4%	i	-5.7	-2%
CCOC(=O)C1CCCN(c2c(Nc3ccc(OCC)cc3)c(=O)c2=O)C1 (centres undefined)
 : 6%	?	i	2	-1%	-17%	-2.2	11%
O=[N+]([O-])c1cccc(S(=O)(=O)NC2CC3CCC2C3)c1 (centres undefined)
 : 1%	-4	i	3	1%	-26%	-2.4	6%
COc1ccc(F)cc1-c1cc(C(=O)Nc2cccnc2)[nH]n1
 : 0%	1	i	1	nt	-3%	1.6	2%
COC(=O)c1ccc(C2/C(=C(/O)c3ccc4c(c3)CC(C)O4)C(=O)C(=O)N2CCN2CCOCC2)cc1 (centres undefined)
 : 6%	-6	i	-14	-3%	-1%	-0.4	-6%
CCOc1ccc(CCNC(=O)CN2C(=O)c3cccnc3Oc3ccc(Cl)cc32)cc1
 : -10%	4	i	-2&16	1%	-8%&-7%	1.3	-13%
Cc1ccc(-c2noc(-c3ccccc3Br)n2)cc1
 : -4%	5	i	-3	-2%	-9%	1.5	3%
COc1cc(C(=O)N(Cc2ccccn2)CC2CCCO2)cc(OC)c1OC (centres undefined)
 : -1%	-18	i	-8	0%	i	1.0	-4%
CCOC(=O)c1oc2ccccc2c1CSc1nnc(-c2ccco2)o1
 : -4%	38	i	27	1%	12%[57.5 µM]	-0.3	17%
Cc1nccn1CCC(=O)NC1CC(C)(C)Cc2c1cnn2-c1ccccc1 (centres undefined)
 : -5%	22	i	3	nt	i	0.0	5%
CCOC(=O)CC1C(=O)NCCN1C(=S)Nc1ccccc1 (centres undefined)
 : -2%	-2	i	0	2%	i	0.4	-3%
Cc1ccc(OCC(=O)NC(=S)Nc2cccc(NC(=O)c3ccccc3Cl)c2)cc1
 : 18%	-12	i	-1	-7%	i	-0.2	16%
CC(C)C(c1nnnn1C1CCCC1)N1CCN(C(=O)c2ccco2)CC1 (centres undefined)
 : 12%	-27	i	-25	0%	-21%[57.5 µM]	1.2	-3%
COC(=O)C1(S(=O)(=O)C2(C(=O)OC)CCCC2)CCCC1
 : 2%	-11	i	31*	0%	i	0.7	8%
O=C(N/N=C/C1CCCCC1)c1cc(Cl)ccc1O
 : 11%	11	i	0	-3%	i	0.6	11%
CC1(C)C(=O)Nc2ccccc2N1C(=O)COC(=O)CNS(=O)(=O)c1ccc(F)c(F)c1F
 : 6%	1	i	0	0%	6%	-0.1	-1%
COc1ccc(-n2c(SCC(=O)NCC3CCCO3)nc3c(c2=O)SCC3)cc1OC (centres undefined)
 : -1%	2	i	1	-8%	-16%	-1.3	5%
N#Cc1ccc(Nc2nc(-c3ccc(O)cc3O)cs2)cc1C(F)(F)F
 : -19%	55	i	13	-1%	-17%	-0.7	1%
CN(C)S(=O)(=O)N1CCN(S(=O)(=O)N2CCOCC2)CC1
 : 4%	17	i	1	-3%	-4%	0.7	14%
Cc1cc(C)nc(NN2C(=O)/C(=C/c3ccc(O)cc3)SC2=S)n1
 : 7%	-22	i	-21	0%	-5%[57.5 µM]	-0.5	2%
